IDH1 R132H inh – inhibitors of IDH1 R132H reductase, primary screen, biochemical, plate reader, single point; Isocitrate dehydrogenase [NADP] cytoplasmic (Homo sapiens), O75874; diaphorase/resazurin fluorescence, 60 min; inhibition, % at 10 µM; 0.18% of 70,000 active; AID 624101, 2012; in the data active = inhibition above about 34%;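 also: 0% = DMSO and 100% = no enzyme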
EZH2 inh – EZH2/PRC2 methyltransferase inhibitors, primary screen, biochemical, DELFIA time-resolved fluorescence, single point; 0.35% of 57,000 active; AID 651548, 2012; Histone-lysine N-methyltransferase EZH2 (Homo sapiens), Q15910; inhibition, % at 12.5 µM; PRC2 H3K27 methylation, DELFIA TRF, 1 h;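 active = mean inhibition of replicates at least 50% and every single replicate also reaching 50%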;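 also: dimethyl H3K27 on biotinylated H3 21-44 peptide detected by antibody; plate controls were median neutral control wells for no effect and median positive control wells for full effect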
Target sequence (Q15910 whole entry, looked up): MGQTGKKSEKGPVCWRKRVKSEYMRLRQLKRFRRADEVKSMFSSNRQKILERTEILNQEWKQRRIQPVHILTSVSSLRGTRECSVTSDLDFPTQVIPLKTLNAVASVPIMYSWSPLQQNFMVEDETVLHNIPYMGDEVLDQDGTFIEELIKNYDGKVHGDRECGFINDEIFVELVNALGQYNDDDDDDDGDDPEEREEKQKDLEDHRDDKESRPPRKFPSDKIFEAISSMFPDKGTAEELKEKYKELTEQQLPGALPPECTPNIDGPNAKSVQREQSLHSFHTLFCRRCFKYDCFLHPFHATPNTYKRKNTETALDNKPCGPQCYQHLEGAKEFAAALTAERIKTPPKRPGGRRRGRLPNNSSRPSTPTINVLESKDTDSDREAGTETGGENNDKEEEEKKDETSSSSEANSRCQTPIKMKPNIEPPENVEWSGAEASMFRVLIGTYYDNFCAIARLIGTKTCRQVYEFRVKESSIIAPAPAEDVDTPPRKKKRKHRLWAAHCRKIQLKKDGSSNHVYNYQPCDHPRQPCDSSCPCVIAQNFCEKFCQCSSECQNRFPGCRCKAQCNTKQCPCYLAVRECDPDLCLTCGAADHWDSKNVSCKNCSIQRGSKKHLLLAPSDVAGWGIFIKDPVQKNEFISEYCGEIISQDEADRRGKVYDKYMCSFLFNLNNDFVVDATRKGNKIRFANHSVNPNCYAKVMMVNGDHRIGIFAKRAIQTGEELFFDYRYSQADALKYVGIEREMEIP
* = called active by the depositor; nt = not tested or not shown; & = joins results of further samples. Some of the compounds tested (hit frequency here may not be typical).

compound,IDH1 R132H inh,EZH2 inh
CCNC(=O)C[C@H]1C=C[C@H](NC(=O)NC2CCCCC2)[C@@H](CO)O1,-0.2,3
C[C@H]1CN([C@@H](C)CO)C(=O)c2cc(Br)cnc2O[C@H]1CN(C)Cc1ccccn1,0.8,17
Cc1cc2c(=O)n(Cc3ccco3)c(SCC(=O)N3CCCc4ccccc43)nc2s1,0.0,15
Cc1ccc(S(=O)(=O)N(C)C[C@@H]2OCCCC[C@@H](C)Oc3ccc(NC(=O)NC4CCCCC4)cc3C(=O)N([C@H](C)CO)C[C@H]2C)cc1,-0.5,nt
Cc1noc(C)c1NC(=O)Nc1cccc2c1O[C@H](CN(C)C(=O)Nc1ccc(C(F)(F)F)cc1)[C@H](C)CN([C@H](C)CO)C2=O,3.9,nt
CO[C@H]1CN(C)C(=O)c2cc(C#N)ccc2OC[C@H]2O[C@H](CC[C@H]2OC)CCN(C)C(=O)[C@@H]1C,-0.6,3
C[C@H](CO)N1C[C@H](C)[C@@H](CN(C)S(=O)(=O)c2cccs2)OCCCC[C@H](C)Oc2ccc(NS(=O)(=O)c3ccccc3)cc2C1=O,2.1,nt
CCC(=O)N(C)C[C@@H]1Oc2cc(-c3cccc(C#N)c3)ccc2S(=O)(=O)N([C@@H](C)CO)C[C@H]1C,0.1,-1
C[C@H]1CN([C@@H](C)CO)C(=O)c2cc(C#Cc3cccc(F)c3)cnc2O[C@H]1CN(C)Cc1ccccn1,0.8,0
O=C(C[C@@H]1C[C@@H]2c3cc(NC(=O)C4CCOCC4)ccc3O[C@@H]2[C@@H](CO)O1)NCc1cccc(F)c1,0.0,15
CN(C)c1ccc2c(c1)[C@H]1C[C@H](CC(=O)NCc3cc(F)ccc3F)O[C@@H](CO)[C@H]1O2,-1.4,11
Cc1cc(C)n2nc(SCC(=O)c3cccs3)nc2n1,0.4,2
CN(C)C(=O)C[C@H]1C=C[C@H](NC(=O)NC2CCCC2)[C@H](CO)O1,-0.1,11
COCC(=O)Nc1ccc2c(c1)C(=O)N(C)C[C@H](OC)[C@@H](C)CN(C(=O)c1cnccn1)[C@H](C)CO2,-0.1,2
COC(=O)CN(c1cc([N+](=O)[O-])ccc1OC)S(C)(=O)=O,-0.1,-3
C[C@@H]1CN([C@@H](C)CO)C(=O)CCCn2nncc2CO[C@@H]1CN(C)C(=O)CCCN(C)C,nt,-6
COc1ccc(C(=O)NCCc2c[nH]c3ccccc23)cc1[N+](=O)[O-],-0.1,-13
O=C(NCC[C@@H]1CC[C@H](NC(=O)c2ccncc2)[C@@H](CO)O1)Nc1ccc(Cl)cc1,0.1,-18
O=C(Nc1ccc2c(c1)[C@H]1C[C@H](CC(=O)N3CCc4ccccc4C3)O[C@@H](CO)[C@H]1O2)C1CCC1,0.7,-13
CCn1c(SCC(=O)Nc2ccccc2)nc2ccc(I)cc2c1=O,-0.1,7
C[C@@H]1CN([C@H](C)CO)C(=O)c2cc(NC(=O)NC3CCCCC3)ccc2O[C@@H](C)CCCCO[C@H]1CN(C)C(=O)Nc1ccc(F)cc1,0.7,nt
CC(C)NC(=O)Nc1ccc2c(c1)C(=O)N([C@@H](C)CO)C[C@H](C)[C@H](CN(C)Cc1ccc(C(=O)Nc3ccccc3N)cc1)O2,nt,-18
CCCNC(=O)N1C[C@H](C)[C@@H](OC)CN(C)C(=O)c2cc(NS(C)(=O)=O)ccc2OC[C@@H]1C,0.4,2
Cc1noc(C)c1NC(=O)Nc1cccc2c1O[C@H](CN(C)C(=O)NC1CCCCC1)[C@@H](C)CN([C@@H](C)CO)C2=O,1.3,nt
CO[C@@H]1CN(C)C(=O)c2cc(NC(=O)Nc3cc(F)ccc3F)ccc2OC[C@@H](C)N(C(=O)c2cnccn2)C[C@@H]1C,0.2,-4
O=C(C[C@H]1C[C@@H]2c3cc(NS(=O)(=O)c4ccc(F)cc4)ccc3O[C@@H]2[C@@H](CO)O1)N1CCOCC1,0.0,16
C[C@@H]1CN([C@H](C)CO)C(=O)c2cc(NS(=O)(=O)c3cccs3)ccc2O[C@@H]1CN(C)S(=O)(=O)c1ccc(Cl)cc1,1.1,nt
CC1Nc2ccc(Cl)cc2S(=O)(=O)N1 (stereo not given),-0.5,nt
Cc1noc(C)c1NC(=O)N(C)C[C@H]1Oc2c(NC(=O)NC3CCCCC3)cccc2C(=O)N([C@H](C)CO)C[C@H]1C,1.2,nt
COc1ccc(-c2cnc3c(c2)C(=O)N([C@H](C)CO)C[C@H](C)[C@H](CN(C)Cc2cccc(C)c2)O3)cc1,-1.5,-2

In the list so far, 4 contain two or more sulfur atoms.
compound,IDH1 R132H inh,EZH2 inh
Cc1cc2c(=O)n(Cc3ccco3)c(SCC(=O)N3CCCc4ccccc43)nc2s1,0.0,15
C[C@H](CO)N1C[C@H](C)[C@@H](CN(C)S(=O)(=O)c2cccs2)OCCCC[C@H](C)Oc2ccc(NS(=O)(=O)c3ccccc3)cc2C1=O,2.1,nt
Cc1cc(C)n2nc(SCC(=O)c3cccs3)nc2n1,0.4,2
C[C@@H]1CN([C@H](C)CO)C(=O)c2cc(NS(=O)(=O)c3cccs3)ccc2O[C@@H]1CN(C)S(=O)(=O)c1ccc(Cl)cc1,1.1,nt

Next part
compound,IDH1 R132H inh,EZH2 inh
CC(C)(C)OC(=O)NC1(/C=N/NC(=O)CCCCCCC(=O)O)CCCC1,-0.1,15
C[C@H](CO)N1C[C@H](C)[C@@H](CN(C)C(=O)c2ccncc2)OCCCC[C@H](C)Oc2ccc(NC(=O)c3ccccc3)cc2C1=O,1.2,nt
C[C@H](CO)N1C[C@H](C)[C@@H](CN(C)C)Oc2ccc(NC(=O)Nc3ccc(C(F)(F)F)cc3)cc2C1=O,0.8,4
CCCc1cc(=O)[nH]c(=S)[nH]1,0.0&0.0,15
C[C@@H]1CN([C@H](C)CO)C(=O)Cc2cc(NC(=O)C3CC3)ccc2O[C@@H]1CN(C)C,nt,2
C[C@H]1CN([C@@H](C)CO)S(=O)(=O)c2ccc(Br)cc2O[C@H]1CN(C)S(=O)(=O)c1ccc(F)cc1,-5.9,9
COc1ccc(S(=O)(=O)N(C)C[C@@H]2Oc3ccc(NS(=O)(=O)c4ccc(Cl)cc4)cc3CC(=O)N([C@H](C)CO)C[C@H]2C)cc1,-1.3,nt
C[C@@H]1CCCCO[C@@H](CN(C)C(=O)NC2CCCCC2)[C@@H](C)CN([C@@H](C)CO)C(=O)c2cc(NC(=O)c3ccccc3)ccc2O1,1.6,nt
COc1ccc(NC(=O)N[C@@H]2CC[C@H](CCNS(=O)(=O)c3ccccc3F)O[C@@H]2CO)cc1,-0.4,-3
C[C@H]1CCCCO[C@H](CN(C)Cc2ccc3c(c2)OCO3)[C@@H](C)CN([C@@H](C)CO)C(=O)c2cc(NC(=O)Cc3ccccc3)ccc2O1,-1.8,nt
C[C@H]1CN([C@@H](C)CO)C(=O)c2cc(-c3cccc(F)c3)cnc2O[C@H]1CN(C)C,-0.1,0
C=C[C@@H](OC)[C@H](OC(=O)Nc1ccc(SC)cc1)c1ccc(OCCO)cc1,nt,-1
COc1ccc(NC(=O)N[C@H]2CC[C@@H](CCn3cc(-c4ccccc4)nn3)O[C@H]2CO)cc1,0.2,-2
C[C@@H]1CN([C@@H](C)CO)C(=O)Cc2cc(NC(=O)Cc3ccccc3)ccc2O[C@@H]1CN(C)Cc1ccc(Cl)c(Cl)c1,-4.3,nt
C[C@@H]1CCCCO[C@@H](CN(C)Cc2ccc3c(c2)OCO3)[C@H](C)CN([C@H](C)CO)C(=O)c2cc(NS(C)(=O)=O)ccc2O1,nt,-15
CCOC(=O)c1ccc(NC(=O)CN2C(=O)CNC2=O)cc1,0.1,0
CC(C)NC(=O)N(C)C[C@H]1Oc2c(NS(C)(=O)=O)cccc2C(=O)N([C@@H](C)CO)C[C@H]1C,0.1,-3
Cn1c(NCc2ccco2)nc2c1c(=O)n(Cc1ccc(Cl)cc1)c(=O)n2C,-0.4,-5
CCCNC(=O)Nc1ccc2c(c1)C(=O)N(C)C[C@H](OC)[C@H](C)CN(Cc1ccncc1)[C@H](C)CO2,nt,-16
C[C@H](O)C#Cc1ccc2c(c1)O[C@@H](CN(C)Cc1cccnc1)[C@H](C)CN([C@H](C)CO)S2(=O)=O,nt,-13

(next part)
Below each SMILES – IDH1 R132H inh	EZH2 inh
- CO[C@H]1CN(C)C(=O)c2ccc(NS(C)(=O)=O)cc2OC[C@@H](C)N(Cc2nccs2)C[C@@H]1C
    0.0	7
- C[C@@H]1CCCCO[C@@H](CN(C)C(=O)Nc2cccc3ccccc23)[C@H](C)CN([C@H](C)CO)C(=O)c2cc(NS(C)(=O)=O)ccc2O1
    -0.1	nt
- COc1cccc(C(=O)Nc2ccc3c(c2)OC[C@H](C)N(CC2CC2)C[C@@H](C)[C@H](OC)CN(C)C3=O)c1
    -0.5	-11
- CCCNC(=O)N(C)C[C@H]1Oc2cc(C#CC(C)(C)O)ccc2S(=O)(=O)N([C@H](C)CO)C[C@@H]1C
    -0.2	8
- O=C(C[C@@H]1CC[C@H](NC(=O)C2CC2)[C@H](CO)O1)NCc1ccccc1Cl
    -0.9	3
- Cc1noc(C)c1NC(=O)Nc1ccc2c(c1)CC(=O)N([C@@H](C)CO)C[C@@H](C)[C@@H](CN(C)C(=O)Nc1ccc(F)cc1)O2
    2.7	nt
- CNC[C@H]1OCCCC[C@@H](C)Oc2ccc(NC(=O)Nc3ccc4c(c3)OCO4)cc2C(=O)N([C@@H](C)CO)C[C@H]1C
    -0.5	-5
- CO[C@@H]1CN(C)C(=O)c2ccc(NC(=O)Nc3cccc(F)c3)cc2OC[C@@H](C)N(C(=O)C2CC2)C[C@H]1C
    0.5	-14
- Cc1ccc(S(=O)(=O)N[C@@H]2C=C[C@@H](CC(=O)NCc3ccc(Cl)c(Cl)c3)O[C@@H]2CO)cc1
    0.1	9
- CO[C@H]1CN(C)C(=O)c2cc(NC(=O)NC3CCCCC3)ccc2OC[C@H](C)N(CCc2ccccc2)C[C@H]1C
    0.1	-1
- C[C@H](CO)N1C[C@H](C)[C@@H](CN(C)CC2CC2)Oc2ccc(NC(=O)CCCN(C)C)cc2C1=O
    -0.2	-17
- CCCNC(=O)N[C@H]1CC[C@@H](CCn2cc(C3CCCC3)nn2)O[C@H]1CO
    0.5	5
- CO[C@@H]1CN(C)C(=O)c2cc(NS(=O)(=O)c3ccc(-c4ccccc4)cc3)ccc2OC[C@@H](C)NC[C@@H]1C
    0.1	-4
- C[C@@H](O)C#Cc1cnc2c(c1)C(=O)N([C@@H](C)CO)C[C@H](C)[C@H](CN(C)CC1CCOCC1)O2
    2.0	7
- COc1ccc(S(=O)(=O)Nc2ccc3c(c2)CC(=O)N([C@H](C)CO)C[C@@H](C)[C@@H](CN(C)Cc2ccc(-c4ccccc4)cc2)O3)cc1
    3.2	nt
- C[C@@H]1CN([C@H](C)CO)C(=O)c2cccc(NC(=O)c3ccncc3)c2O[C@@H]1CN(C)Cc1ccc2c(c1)OCO2
    2.0	3
- CCCN(C)C[C@H]1OCCCC[C@@H](C)Oc2ccc(NC(=O)CCCN(C)C)cc2C(=O)N([C@@H](C)CO)C[C@@H]1C
    8.9	5
- Cc1ccc(S(=O)(=O)N(C)C[C@H]2OCCCC[C@@H](C)Oc3ccc(NC(=O)Nc4ccccc4)cc3C(=O)N([C@H](C)CO)C[C@@H]2C)cc1
    1.0	nt
- C[C@@H]1CN([C@@H](C)CO)C(=O)c2cc(NC(=O)CCC(F)(F)F)ccc2O[C@@H]1CN(C)S(=O)(=O)c1cccs1
    -0.3	nt
- C[C@@H]1CN([C@H](C)CO)C(=O)c2cc(-c3cccc(C(=O)N(C)C)c3)cnc2O[C@H]1CN(C)S(=O)(=O)c1ccccc1
    -0.1	2
- C[C@H](CO)N1C[C@H](C)[C@@H](CN(C)C(=O)Cc2ccccc2)OCCCC[C@H](C)Oc2ccc(NC(=O)NC3CCCCC3)cc2C1=O
    0.1	nt
- C[C@@H]1CN([C@H](C)CO)C(=O)c2cc(C#CC3CCCC3)cnc2O[C@@H]1CN(C)C(=O)c1ccncc1
    nt	-4
- C[C@H](CO)N1C[C@H](C)[C@H](CN(C)Cc2ccncc2)Oc2ccc(NC(=O)Nc3ccccc3)cc2CC1=O
    1.8	-6
- Cc1cc(C(=O)Nc2cccc3c2O[C@H](CN(C)C(=O)NC2CCCCC2)[C@@H](C)CN([C@@H](C)CO)C3=O)n(C)n1
    0.2	0
- CC(C)Nc1cccnc1N1CCN(C(=O)c2cc3cc(O)ccc3[nH]2)CC1
    nt	-7
- COc1ccc(NC(=O)N(C)C[C@H]2Oc3c(NC(=O)Nc4ccc(F)cc4)cccc3C(=O)N([C@H](C)CO)C[C@H]2C)cc1
    2.1	nt
- COCC(=O)Nc1ccc2c(c1)OC[C@@H](C)N(Cc1ccccc1OC)C[C@H](C)[C@@H](OC)CN(C)C2=O
    -0.1	10
- O=C(Cc1ccncc1)NCC[C@H]1CC[C@@H](NC(=O)C2CCCCC2)[C@H](CO)O1
    0.2	0
- C[C@@H]1CN([C@H](C)CO)S(=O)(=O)c2ccc(-c3cncnc3)cc2O[C@@H]1CN(C)C(=O)CC1CC1
    -7.0	-2
- C[C@@H]1CN([C@@H](C)CO)C(=O)c2cccc(NC(=O)Nc3ccc(C(F)(F)F)cc3)c2O[C@H]1CN(C)S(C)(=O)=O
    1.3	nt

Already shown: entries from further up.
Below each SMILES – IDH1 R132H inh	EZH2 inh
- CO[C@H]1CN(C)C(=O)c2ccc(NS(C)(=O)=O)cc2OC[C@@H](C)N(Cc2nccs2)C[C@@H]1C
    0.0	7
- C[C@@H]1CCCCO[C@@H](CN(C)C(=O)Nc2cccc3ccccc23)[C@H](C)CN([C@H](C)CO)C(=O)c2cc(NS(C)(=O)=O)ccc2O1
    -0.1	nt

Source: PubChem (Broad Institute)
